PRC2 inh = blocks human EZH2/PRC2 H3K27 methylation. Q15910. DELFIA TRF, 1 h. inhibition, % at 12.5 µM. 57,000 tested, 0.35% active;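 active = mean inhibition of replicates at least 50% and every single replicate also reaching 50%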;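 note: dimethyl H3K27 on biotinylated H3 21-44 peptide detected by antibody; plate controls were median neutral control wells for no effect and median positive control wells for full effect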
Target sequence (Q15910 whole entry, looked up): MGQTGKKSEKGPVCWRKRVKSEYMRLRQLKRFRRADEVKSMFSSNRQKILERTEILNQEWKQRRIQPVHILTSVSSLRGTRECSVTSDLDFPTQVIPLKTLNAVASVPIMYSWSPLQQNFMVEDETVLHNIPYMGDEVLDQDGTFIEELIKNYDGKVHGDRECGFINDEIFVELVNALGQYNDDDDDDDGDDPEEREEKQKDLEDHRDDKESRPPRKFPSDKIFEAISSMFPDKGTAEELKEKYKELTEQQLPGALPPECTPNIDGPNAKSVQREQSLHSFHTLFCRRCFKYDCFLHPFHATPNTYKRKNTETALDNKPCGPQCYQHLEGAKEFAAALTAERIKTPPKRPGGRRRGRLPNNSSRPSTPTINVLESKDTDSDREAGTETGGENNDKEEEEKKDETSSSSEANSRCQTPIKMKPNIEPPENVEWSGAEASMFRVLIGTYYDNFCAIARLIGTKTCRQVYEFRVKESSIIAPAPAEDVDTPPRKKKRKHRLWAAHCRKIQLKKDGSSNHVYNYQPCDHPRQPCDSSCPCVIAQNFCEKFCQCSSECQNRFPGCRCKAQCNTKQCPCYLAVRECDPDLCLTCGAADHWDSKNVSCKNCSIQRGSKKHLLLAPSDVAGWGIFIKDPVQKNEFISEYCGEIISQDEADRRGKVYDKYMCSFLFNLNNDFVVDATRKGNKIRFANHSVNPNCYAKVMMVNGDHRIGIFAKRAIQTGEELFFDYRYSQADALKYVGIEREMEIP
IDH1 R132H inh = inhibitors of human IDH1 R132H | O75874 | IDH1 R132H reductase, diaphorase/resazurin fluorescence, 60 min | inhibition, % at 10 µM | 70,000 tested, 0.18% active | AID 624101; in the data active = inhibition above about 34%;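 note: 0% = DMSO and 100% = no enzyme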
* hit, by the source's call; & = joins results of further samples.

Results for COc1ccccc1C#Cc1cnc2c(c1)C(=O)N([C@@H](C)CO)C[C@@H](C)[C@@H](CN(C)C)O2 ?
PRC2 inh: -7; IDH1 R132H inh: -0.3

What do the screens show for `C[C@@H]1CCCCO[C@@H](CN(C)S(=O)(=O)c2ccccc2)[C@H](C)CN([C@@H](C)CO)C(=O)c2cc(NC(=O)C3CCCCC3)ccc2O1`?
IDH1 R132H inh: 0.0

What do the screens show for `COc1cc(CNC(=O)CCCC/C=C/C(C)C)ccc1O`?
IDH1 R132H inh: -1.8&-1.1

Results for C[C@H]1CN([C@@H](C)CO)C(=O)c2cc(-c3cccc(F)c3)cnc2O[C@H]1CN(C)C(=O)C1CC1 ?
PRC2 inh: 7; IDH1 R132H inh: 0.1

What do the screens show for `Cc1ccc(CN2C(=O)N(c3ccc(F)cc3)C(=O)C2CC(=O)Nc2ccc(Cl)cc2)cc1` (centres undefined)?
PRC2 inh: -11; IDH1 R132H inh: 0.2

How did CC(C)NC(=O)N[C@@H]1CC[C@@H](CC(=O)NCc2ccc(Oc3ccccc3)cc2)O[C@H]1CO do in these assays?
PRC2 inh: 1; IDH1 R132H inh: 0.5

Results for C/C=C/c1ccc2c(c1)O[C@H](CN(C)C(=O)CN1CCOCC1)[C@H](C)CN([C@H](C)CO)S2(=O)=O ?
PRC2 inh: 1; IDH1 R132H inh: -0.8

Results for COc1ccc(S(=O)(=O)Nc2ccc3c(c2)C(=O)N([C@H](C)CO)C[C@H](C)[C@H](CN(C)C(=O)CCC(F)(F)F)OCCCC[C@@H](C)O3)cc1 ?
IDH1 R132H inh: 0.1

Results for CCC(=O)Nc1ccc2c(c1)C(=O)N(C)C[C@H](OC)[C@H](C)CN(Cc1ccncc1)[C@H](C)CO2 ?
PRC2 inh: -8; IDH1 R132H inh: -0.2

Results for C[C@@H]1CCCCO[C@@H](CN(C)Cc2ccc3c(c2)OCO3)[C@H](C)CN([C@@H](C)CO)C(=O)c2cc(NC(=O)c3ccncc3)ccc2O1 ?
IDH1 R132H inh: 2.0

What do the screens show for `CO[C@@H]1CN(C)C(=O)c2ccc(NS(=O)(=O)c3ccc(C)cc3)cc2OC[C@H](C)NC[C@@H]1C`?
PRC2 inh: -8; IDH1 R132H inh: 0.4

Results for COc1cccc(-c2cnc3c(c2)C(=O)N([C@H](C)CO)C[C@H](C)[C@@H](CN(C)C(=O)CN(C)C)O3)c1 ?
PRC2 inh: -4; IDH1 R132H inh: 0.0

4 structures out of the list, ordered by length of the SMILES, ascending.
What do the screens show for `COc1cc(CNC(=O)CCCC/C=C/C(C)C)ccc1O`?
IDH1 R132H inh: -1.8&-1.1

How did CC(C)NC(=O)N[C@@H]1CC[C@@H](CC(=O)NCc2ccc(Oc3ccccc3)cc2)O[C@H]1CO do in these assays?
PRC2 inh: 1; IDH1 R132H inh: 0.5

Results for CCC(=O)Nc1ccc2c(c1)C(=O)N(C)C[C@H](OC)[C@H](C)CN(Cc1ccncc1)[C@H](C)CO2 ?
PRC2 inh: -8; IDH1 R132H inh: -0.2

Results for COc1ccc(S(=O)(=O)Nc2ccc3c(c2)C(=O)N([C@H](C)CO)C[C@H](C)[C@H](CN(C)C(=O)CCC(F)(F)F)OCCCC[C@@H](C)O3)cc1 ?
IDH1 R132H inh: 0.1

Back to the main list with the two entries that preceded the break.
What do the screens show for `CO[C@@H]1CN(C)C(=O)c2ccc(NS(=O)(=O)c3ccc(C)cc3)cc2OC[C@H](C)NC[C@@H]1C`?
PRC2 inh: -8; IDH1 R132H inh: 0.4

Results for COc1cccc(-c2cnc3c(c2)C(=O)N([C@H](C)CO)C[C@H](C)[C@@H](CN(C)C(=O)CN(C)C)O3)c1 ?
PRC2 inh: -4; IDH1 R132H inh: 0.0

How did CO[C@H]1CN(C)C(=O)c2cc(NC(=O)Nc3cccc(F)c3)ccc2OC[C@@H](C)NC[C@H]1C do in these assays?
PRC2 inh: -5; IDH1 R132H inh: -0.1

Results for C[C@@H]1CN([C@H](C)CO)C(=O)c2cc(NC(=O)c3ccncc3)ccc2O[C@@H]1CN(C)C ?
PRC2 inh: -6; IDH1 R132H inh: 1.5

What do the screens show for `O=C(O)CCC(=O)Nc1ccc(Sc2ccc([N+](=O)[O-])cc2)cc1`?
PRC2 inh: 15; IDH1 R132H inh: 0.3

How did Cc1ccc(-c2csc3nc4c5ccccc5c(NCCCN5CCOCC5)nn4c(=O)c23)cc1 do in these assays?
PRC2 inh: -9; IDH1 R132H inh: 0.1

How did C[C@@H]1O[C@H]2Oc3c(-c4ccc(O)cc4)oc4cc(O)c(c(O)c4c3=O)-c3cc(ccc3O)/C=C\C(=O)OC[C@H]3O[C@@H](O[C@H]([C@H]1O)[C@H]2O)[C@H](O)[C@@H](O)[C@@H]3O do in these assays?
IDH1 R132H inh: 0.1

Results for CC(=O)N(C)C[C@@H]1Oc2cc(C3=CCCC3)ccc2S(=O)(=O)N([C@H](C)CO)C[C@@H]1C ?
PRC2 inh: 21

How did CCS(=O)(=O)NCC[C@H]1CC[C@H](NC(=O)C2CCC2)[C@@H](CO)O1 do in these assays?
PRC2 inh: 2; IDH1 R132H inh: 0.0

Results for C[C@@H]1CN([C@@H](C)CO)C(=O)Cc2cc(NC(=O)C3CCCCC3)ccc2O[C@H]1CN(C)C(=O)Nc1ccc2c(c1)OCO2 ?
IDH1 R132H inh: 0.0

What do the screens show for `C#Cc1ccc([C@H]2C=C(C(=O)N3CCOCC3)O[C@@H](OCCCCO)C2)cc1`?
PRC2 inh: -8

How did Cc1noc(C)c1NC(=O)Nc1cccc2c1O[C@H](CN(C)C(=O)NC(C)C)[C@@H](C)CN([C@@H](C)CO)C2=O do in these assays?
IDH1 R132H inh: -0.7

Results for C[C@H]1CN([C@@H](C)CO)C(=O)c2cccc(NC(=O)Nc3ccc4c(c3)OCO4)c2O[C@H]1CN(C)Cc1ccc(-c2ccccc2)cc1 ?
IDH1 R132H inh: 1.8

How did Cc1ccccc1S(=O)(=O)NCC[C@@H]1CC[C@H](NC(=O)C2CCOCC2)[C@H](CO)O1 do in these assays?
PRC2 inh: -8; IDH1 R132H inh: -0.4

What do the screens show for `COc1ccc(S(=O)(=O)N(C)C[C@@H]2Oc3c(cccc3N(C)C)C(=O)N([C@@H](C)CO)C[C@@H]2C)cc1`?
PRC2 inh: 5; IDH1 R132H inh: -5.1

Results for CCOc1cc(C(=O)O)cc(Br)c1OCC(N)=O ?
PRC2 inh: -10; IDH1 R132H inh: -0.5

How did O=C(Nc1ccccc1F)N[C@@H]1C=C[C@H](CC(=O)N2CCCCC2)O[C@@H]1CO do in these assays?
PRC2 inh: -6; IDH1 R132H inh: 0.3

How did C[C@@H]1CN([C@H](C)CO)C(=O)Cc2cc(NC(=O)C3CC3)ccc2O[C@H]1CN(C)S(C)(=O)=O do in these assays?
PRC2 inh: 10; IDH1 R132H inh: -0.2

What do the screens show for `O=C(NCc1ccco1)c1ccc(NC(=O)c2ccccc2)cc1`?
PRC2 inh: -2; IDH1 R132H inh: 0.0

What do the screens show for `CNC[C@@H]1Oc2cc(C#Cc3cccc(F)c3)ccc2S(=O)(=O)N([C@@H](C)CO)C[C@H]1C`?
PRC2 inh: -12; IDH1 R132H inh: -0.1

Results for COc1ccc(OC(=O)N(C)C[C@@H]2OCc3cn(nn3)CCCC(=O)N([C@@H](C)CO)C[C@@H]2C)cc1 ?
PRC2 inh: 12

How did CCc1cccc(C)c1NC(=O)CSc1nc2ccccc2c(=O)n1-c1cccc2ccccc12 do in these assays?
PRC2 inh: -2; IDH1 R132H inh: 2.2

What do the screens show for `C[C@@H]1CN([C@@H](C)CO)C(=O)c2cc(NC(=O)C3CC3)ccc2O[C@H]1CN(C)Cc1ccc(Oc2ccccc2)cc1`?
PRC2 inh: -5; IDH1 R132H inh: -0.3

How did C[C@H]1CN([C@@H](C)CO)S(=O)(=O)c2ccc(-c3cccc(C(=O)N(C)C)c3)cc2O[C@@H]1CN(C)C(=O)Nc1ccc(F)cc1 do in these assays?
PRC2 inh: -18; IDH1 R132H inh: 17

How did O=C(Nc1ccc(F)cc1)N[C@H]1CC[C@H](CCn2cc(-c3ccc(F)cc3)nn2)O[C@@H]1CO do in these assays?
PRC2 inh: 13; IDH1 R132H inh: 0.1

Results for C[C@H]1CCCCO[C@H](CN(C)Cc2ccc(C(=O)O)cc2)[C@@H](C)CN([C@@H](C)CO)C(=O)c2cc(NC(=O)Cc3ccccc3)ccc2O1 ?
IDH1 R132H inh: 0.6

How did CCCC#Cc1ccc2c(c1)O[C@H](CN(C)Cc1cccnc1)[C@@H](C)CN([C@@H](C)CO)S2(=O)=O do in these assays?
IDH1 R132H inh: 9.3

How did C[C@H]1CN([C@@H](C)CO)C(=O)c2cc(C3=CCCC3)cnc2O[C@@H]1CN(C)C(=O)c1ccccn1 do in these assays?
PRC2 inh: 10; IDH1 R132H inh: -0.1

How did C[C@H]1CN([C@@H](C)CO)C(=O)c2c(c3ccccc3n2C)-c2ccccc2CO[C@H]1CN(C)Cc1cccc(C(=O)O)c1 do in these assays?
PRC2 inh: 7

Results for CO[C@@H]1CN(C)C(=O)c2cc(NC(=O)c3ccccc3F)ccc2OC[C@H](C)N(C)C[C@H]1C ?
PRC2 inh: 11; IDH1 R132H inh: -0.1

How did COc1ccccc1NC(=O)N(C)C[C@@H]1Oc2cc(Br)ccc2S(=O)(=O)N([C@H](C)CO)C[C@@H]1C do in these assays?
PRC2 inh: 5; IDH1 R132H inh: -0.5

Results for C[C@@H]1CN([C@H](C)CO)C(=O)c2cc(NS(=O)(=O)c3ccccc3)ccc2O[C@@H](C)CCCCO[C@@H]1CN(C)CC1CCCCC1 ?
IDH1 R132H inh: 0.4

What do the screens show for `COc1ccc(NC(=O)N(C)C[C@@H]2Oc3cc(C#CCC(C)C)ccc3S(=O)(=O)N([C@@H](C)CO)C[C@@H]2C)cc1`?
PRC2 inh: -8; IDH1 R132H inh: -0.2

What do the screens show for `COc1ccccc1NC(=O)CSc1nc(O)cc(=O)n1-c1ccccc1OC`?
PRC2 inh: 8; IDH1 R132H inh: -0.2

What do the screens show for `CCC(=O)c1ccccc1OCCCn1cncn1`?
PRC2 inh: 4; IDH1 R132H inh: 0.6

How did COc1ccc(NC(=O)N(C)C[C@H]2Oc3ccc(NC(=O)C4CC4)cc3CC(=O)N([C@H](C)CO)C[C@@H]2C)cc1 do in these assays?
PRC2 inh: 2; IDH1 R132H inh: -0.7

What do the screens show for `CCCN1C[C@H](C)[C@@H](OC)CN(C)C(=O)c2cc(NC(=O)Nc3c(C)noc3C)ccc2OC[C@H]1C`?
PRC2 inh: 2; IDH1 R132H inh: 0.2

How did COc1ccc(OC)c(C2C(C(=O)c3ccco3)C(=O)C(=O)N2CCN(C)C)c1 (centres undefined) do in these assays?
PRC2 inh: -26; IDH1 R132H inh: 0.7

How did C[C@H](CO)N1C[C@H](C)[C@@H](CN(C)Cc2ccccn2)Oc2ncc(C3=CCCC3)cc2C1=O do in these assays?
IDH1 R132H inh: 0.1

What do the screens show for `CCCCC[C@H](O)/C=C/[C@H]1C(=O)C=C[C@@H]1C/C=C\CCCC(=O)O`?
IDH1 R132H inh: 1.5

How did CC1CCN(S(=O)(=O)c2ccc(Cl)c(C(=O)Nc3ccccc3[N+](=O)[O-])c2)CC1 do in these assays?
PRC2 inh: 19; IDH1 R132H inh: -0.2

Results for C[C@@H]1CN([C@@H](C)CO)C(=O)c2cccc(NS(=O)(=O)c3ccccc3)c2O[C@@H]1CN(C)C ?
PRC2 inh: -2; IDH1 R132H inh: 1.9

What do the screens show for `O=C(C[C@@H]1C=C[C@@H](NS(=O)(=O)c2ccc(F)cc2)[C@H](CO)O1)N1CCN(c2ccccc2)CC1`?
PRC2 inh: 3; IDH1 R132H inh: 0.0

Results for COc1ccc(C)cc1NC(=O)c1ccc(OCC(=O)Nc2ccccc2C(F)(F)F)cc1 ?
PRC2 inh: 5; IDH1 R132H inh: 0.2

Results for CC(C)NC(=O)N(C)C[C@H]1Oc2ccc(NC(=O)Cc3ccccc3)cc2C(=O)N([C@H](C)CO)C[C@@H]1C ?
IDH1 R132H inh: 0.7

Results for COc1ccc(S(=O)(=O)N(C)C[C@@H]2Oc3c(NC(=O)c4cc(C)nn4C)cccc3C(=O)N([C@@H](C)CO)C[C@@H]2C)cc1 ?
IDH1 R132H inh: -0.5

Results for COc1ccccc1CNC(=O)C[C@@H]1C[C@H]2c3cc(NC(=O)CN(C)C)ccc3O[C@H]2[C@H](CO)O1 ?
PRC2 inh: 0; IDH1 R132H inh: -2.4

Results for COc1ccc(NC(=O)CN(c2ccc(Cl)c(Cl)c2)S(C)(=O)=O)cc1OC ?
PRC2 inh: 4; IDH1 R132H inh: -0.1

How did COc1ccccc1-c1cnc2c(c1)C(=O)N([C@@H](C)CO)C[C@H](C)[C@@H](CN(C)C(=O)c1ccncc1)O2 do in these assays?
IDH1 R132H inh: -0.4

What do the screens show for `O=C(O)c1ccc(/C=N/NC(=O)c2ccc(C(=O)NO)cc2)cc1`?
PRC2 inh: 4; IDH1 R132H inh: 0.3

Results for CNC(=O)CN(c1cc(C)ccc1C)S(=O)(=O)c1ccccc1 ?
PRC2 inh: -1; IDH1 R132H inh: 1.3

How did C[C@@H]1CN([C@@H](C)CO)C(=O)c2cc(NC(=O)Cn3cnnn3)ccc2O[C@@H]1CN(C)C(=O)Nc1ccc2c(c1)OCO2 do in these assays?
IDH1 R132H inh: 0.4

Results for Cc1noc(C)c1S(=O)(=O)Nc1ccc2c(c1)C(=O)N([C@H](C)CO)C[C@@H](C)[C@H](CN(C)C)O2 ?
PRC2 inh: 3; IDH1 R132H inh: 1.8

How did C[C@@H]1CN([C@@H](C)CO)C(=O)Cc2cc(NS(C)(=O)=O)ccc2O[C@H]1CN(C)C(=O)Nc1ccc(C(F)(F)F)cc1 do in these assays?
PRC2 inh: 0; IDH1 R132H inh: 1.1

Results for COCC#Cc1cnc2c(c1)C(=O)N([C@H](C)CO)C[C@H](C)[C@H](CN(C)C(=O)C1CCC1)O2 ?
PRC2 inh: 5; IDH1 R132H inh: -4.6

Not all compounds are listed. The share of hits here may be higher or lower than overall.
